From PubChem BioAssay
Anesthetic bind: binds horse apoferritin like a general anesthetic; P02791; apoferritin/1-aminoanthracene competitive binding, fluorescence; Potency, µM (titrated, usually from 77.5 µM), for the others: at the highest dose activity change, negative = displacement, most hits filed as inhibitors; 350,000 tested, 0.074% active; AID 485281; also: potency is read from the fitted curve at half-maximal effect; % is scaled to controls: 0 for no effect and ±100 for the full control effect; nearly all actives have a fitted effect of over 20% in size
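Horse-spleen apoferritin (10 uM) in 50% saturated 1-aminoanthracene in PBS was incubated 10 min at room temperature with compound. Fluorescence (ex 380, em 535 nm) was normalized to free and bound 1-AMA, with concentration-response fitted by a four-parameter Hill equation.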
Pol iota inh: DNA polymerase iota (human) inhibition | 390,000 tested, 1% active | Pol iota fluorescent replication assay, 10 min | AID 588590 | Q9UNA4 | Potency, µM (series often up to 115 µM), for inactives: at the top dose activity, negative = inhibition, most hits filed as inhibitors; also: potency is read from the fitted curve at half-maximal effect
Target sequence (Q9UNA4 whole entry, looked up): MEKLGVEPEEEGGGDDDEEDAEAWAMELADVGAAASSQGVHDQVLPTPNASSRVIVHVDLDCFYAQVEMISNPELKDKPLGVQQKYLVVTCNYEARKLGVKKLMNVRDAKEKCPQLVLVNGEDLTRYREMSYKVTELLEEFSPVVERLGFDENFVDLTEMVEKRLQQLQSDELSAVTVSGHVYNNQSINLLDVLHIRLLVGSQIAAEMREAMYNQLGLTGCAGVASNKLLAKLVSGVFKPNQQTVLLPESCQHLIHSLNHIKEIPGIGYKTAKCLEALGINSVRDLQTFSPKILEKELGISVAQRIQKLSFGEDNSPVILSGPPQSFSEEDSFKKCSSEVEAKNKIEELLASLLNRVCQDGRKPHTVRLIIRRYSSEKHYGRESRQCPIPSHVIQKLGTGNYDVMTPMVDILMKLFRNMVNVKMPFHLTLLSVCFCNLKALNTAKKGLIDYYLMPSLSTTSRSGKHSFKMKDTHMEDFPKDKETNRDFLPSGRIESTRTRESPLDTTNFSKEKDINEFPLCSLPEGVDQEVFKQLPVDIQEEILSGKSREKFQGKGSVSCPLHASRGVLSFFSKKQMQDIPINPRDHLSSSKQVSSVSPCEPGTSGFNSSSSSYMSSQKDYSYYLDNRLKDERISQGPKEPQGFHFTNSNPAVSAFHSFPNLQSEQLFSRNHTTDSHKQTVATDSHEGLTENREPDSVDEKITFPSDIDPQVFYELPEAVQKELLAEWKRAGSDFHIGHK
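Pol iota at 10 nM preincubated 15 min with compounds at room temperature; reaction started with fluorescent substrate, 50 nM final. Fluorescence read kinetically at 0 and 10 min; buffer-only wells as negative control.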
Pol eta inh: inhibitors of human DNA polymerase eta. Q9Y253. AID 588591. recombinant Pol eta, fluorescent DNA replication assay. 390,000 tested, 1.2% active. Potency, µM (series often up to 114 µM), for the others: top-dose activity change, negative = inhibition, usual class: inhibitors; also: potency is read from the fitted curve at half-maximal effect; % is scaled to controls: 0 for no effect and ±100 for the full control effect
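Pol eta at 10 nM preincubated with compounds 15 min at room temperature; reaction started with fluorescent substrate (50 nM final) and read kinetically at 0 and 10 min.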
Pol kappa inh: blocks human DNA polymerase kappa activity; Q9UBT6; purified Pol kappa, fluorescent DNA synthesis assay, 10 min; Potency, µM (titrated, usually from 107 µM), without a hit: at the top dose activity, negative = inhibition, most hits filed as inhibitors; 400,000 tested, 0.53% active; AID 588579; also: potency is read from the fitted curve at half-maximal effect; % is scaled to controls: 0 for no effect and ±100 for the full control effect
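Kinetic fluorescence readout at 0 and 10 min followed reaction start with substrate at 50 nM final. Beforehand, enzyme (10 nM Pol kappa) stood 15 min with compound at room temperature; buffer-only wells were negative controls.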
BLM inh: Bloom syndrome helicase (human) inhibition | P54132 | 350,000 tested, 0.2% active | Potency, µM (doses to about 56.1 µM), for inactives: at the top dose activity change, negative = inhibition, most hits filed as inhibitors | recombinant BLM DNA unwinding, fluorescence dequenching;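 also: potency is read from the fitted curve at half-maximal effect; plate controls were vehicle for no effect and no enzyme for full effect; nearly all actives have a fitted effect of over 35% in size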
APE1 inh: APE1 (human) endonuclease inhibition; P27695; Potency, µM (top dose mostly 65.8 µM), for the others: at the top dose activity change, negative = inhibition, usual class: inhibitors; recombinant APE1, TAMRA/BHQ-2 abasic DNA cleavage fluorescence; 350,000 tested, 0.35% active;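 also: potency is read from the fitted curve at half-maximal effect; plate controls were vehicle for no effect and reference inhibitor for full effect; nearly all actives have a fitted effect of over 55% in size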
Target sequence (P27695 whole entry, looked up): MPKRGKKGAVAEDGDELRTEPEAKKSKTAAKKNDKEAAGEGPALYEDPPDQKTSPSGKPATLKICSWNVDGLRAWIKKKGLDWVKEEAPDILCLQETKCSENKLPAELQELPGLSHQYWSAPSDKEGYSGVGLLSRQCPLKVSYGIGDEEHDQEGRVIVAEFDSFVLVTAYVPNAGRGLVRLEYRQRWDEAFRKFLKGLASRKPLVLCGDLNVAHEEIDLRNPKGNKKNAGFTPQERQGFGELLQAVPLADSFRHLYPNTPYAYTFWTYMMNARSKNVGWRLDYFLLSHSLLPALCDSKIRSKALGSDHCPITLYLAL
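Compound pre-exposure to 0.75 nM APE1, 15 min at ambient temperature. Reaction initiated with 50 nM TAMRA/BHQ-2 THF substrate, read immediately in kinetic mode, 525 nm excitation, 598 nm emission.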
RXFP1 antag: blocks the human relaxin receptor RXFP1; Q9HBX9; HEK293-RXFP1, relaxin-stimulated cAMP HTRF, 30 min; stronger effect = lower value; activity change, negative = inhibition, % at 57.5 µM; 350,000 tested, 0.59% active;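 active = activity change of -60% or lower, but not beyond a set lower limit; inconclusive = change between -60% and -40%, or beyond the set limit; inactive = change above -40%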; also: % is scaled to controls: 0 for no effect and ±100 for the full control effect
POLB inh: blocks human DNA polymerase beta activity | P06746 | Pol beta primer extension/strand displacement, fluorescence kinetic | Potency, µM (highest dose often 114 µM), for the others: at the top dose activity change, negative = inhibition, most hits filed as inhibitors | 340,000 tested, 1.3% active | AID 485314; also: potency is read from the fitted curve at half-maximal effect; % is scaled to controls: 0 for no effect and ±100 for the full control effect
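Homogeneous kinetic assay of primer extension and strand displacement by 10 nM Pol beta, preincubated 15 min at room temperature with compound before 50 nM substrate (final) was added. Read at 0 and 10 min; four-parameter Hill fit.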
Tb PGK inh: T. brucei PGK inhibition; AID 602233; PGK/GAPDH coupled, Kinase-Glo luminescence, 60 min; Potency, µM (doses to about 57.5 µM), for inactives: at the top dose activity change, negative = inhibition, most hits filed as inhibitors; 380,000 tested, 0.043% active; P07378; also: potency is read from the fitted curve at half-maximal effect; % is scaled to controls: 0 for no effect and ±100 for the full control effect; nearly all actives have a fitted effect of over 60% in size
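Luminescent ATP detection (Kinase-Glo Plus) follows a 60-minute room-temperature incubation, with wells lacking PGK as controls. Buffer: 100 mM TEA (pH 7.6), 5 mM MgCl2, 0.01% Tween-20. Coupling enzyme GAPDH (100 nM final) supplies unstable 1,3-BPG in-well.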
* hit, by the source's call; i = inactive; ? = inconclusive; / = no result given; & = joins results of further samples; [ ] = remark or other dose. Unless noted, calls follow the shape of the dose curve; as a rule, active = well fitted curve in the direction sought with a large enough effect; inconclusive = small, poorly fitted or top-dose-only effect, or another doubt; inactive = no such curve, though single readings can be large; an effect the other way counts as inactive or inconclusive.

Structure,Anesthetic bind,Pol iota inh,Pol eta inh,Pol kappa inh,BLM inh,APE1 inh,RXFP1 antag,POLB inh,Tb PGK inh
Cc1ccc(N(C(=O)Cc2cccs2)C(C(=O)NCC2CCCO2)c2ccncc2)cc1 (stereo not given),-9%,40%[activator],-21%,2%,-6%,5%,-9,-3%,1%
CCOC(=O)N1CCN(C2CC(=O)N(c3ccccc3)C2=O)CC1 (stereo not given),-16%,19%,-14%,-21%,0%,11%,-4,28%,3%
O=C(NC1CCCCC1)c1cccc(S(=O)(=O)N2CCCCC2)c1,-5%,12%,-16%,0%,-5%,18%,-18,11%,i
O=C1c2ccccc2[C@@H]2C[C@@H](O)[C@H](Nc3cccc4ccccc34)CCN12,/,36%[activator],1%,-24%,/,-2%,/,/,-8%
Cc1ccc(CNC(=O)CN(c2cccc([N+](=O)[O-])c2)S(C)(=O)=O)cc1,-4%,64%[activator],2%,-8%,-4%,-7%,-9,-2%,i
CC1(c2ccccc2)NC(=O)N(CC#N)C1=O (stereo not given),-3%,127%[activator],-8%,-4%,-1%,0%,-19,2%,9%
O=C(Cc1cccs1)N1CCN(c2nc(-c3ccc(Cl)cc3)cs2)CC1,40%[activator],13%,-23%,-12%,-9%,-1%,0,26%,-1%
O=C(CCn1cnc2onc(-c3ccc(F)cc3)c2c1=O)N1CCN(c2cccc(Cl)c2)CC1,-3%,?,-10%,-7%,-5%,/,-24,0%,3%
COc1ccc(-c2nnc(-c3ccc(OCC(C)C)cc3)o2)cc1,-11%,10%,-3%,2%,-7%,2%,-1,38%[activator],-1%
CN(C(=O)CSc1nc2ccccc2s1)c1c(N)n(Cc2ccccc2)c(=O)[nH]c1=O,-8%,?,3%,-5%,1%,-4%,0,-2%,-5%
Cc1cccc(C)c1NC(=O)CCCSc1nnc(-c2ccco2)o1,-14%,2%,-3%,-8%,-5%,16%,-12,20%,1%
O=C(NC(=S)Nc1ccc2c(c1)OCCO2)c1ccccc1,?,0%,-15%,-16%,-7%,-6%,0,0%,-8%
Cc1cccc(-c2oc3ccccc3c2-c2ccc3c(c2)OCO3)c1,1%,35%[activator],-19%,2%,-5%,26%,/,12%,-1%
CCc1nn(CCCC(=O)NCc2ccc(OC)c(OC)c2)c(=O)c2cc3occc3n12,5%,8%,/,3%,2%,/,-13,2%,/
COc1cc(CC(=O)Nc2ccccc2N2CCOCC2)cc(OC)c1OC,-9%,1%,-1%,-1%,7%,-3%,0,9%,-5%
Cc1cc(C)n(CCCNC(=O)c2ccc3c(c2)NC(=O)CS3)n1,1%,-7%,5%,3%,-8%,10%,-6,-15%,7%
CCOC(=O)N1CCC(NC(=O)CCc2c(C)nc3ncnn3c2C)CC1,-7%,-1%,-14%,3%,0%,1%,-10,2%,2%
Cc1ccc(NC(=O)C(CC(C)C)NC(=O)C2CCC(C)CC2)nc1 (stereo not given),-12%,17%,12%,-3%,-4%,0%,7,2%,-1%
Cc1cc(C)cc(N(CCC#N)C(=O)COC(=O)C2=COCCO2)c1,/,41%[activator],-16%,-13%,/,1%,-14,/,-4%
O=C(O)Cc1c(C(=O)O)nnn1-c1ccc(Cl)cc1Cl,-2%,-1%,2%,4%[60.1 µM],-6%,0%,2,-27%,0%
O=C(NCc1ccc(F)cc1)c1cccnc1,-4%,141%[activator],-18%,-10%,-2%,-6%,-7,-1%,2%
COc1ccc([N+](=O)[O-])cc1NC(=O)C(C)OC(=O)c1ccccc1C(=O)c1ccc(Cl)cc1 (stereo not given),-7%,-8%,-21%,-11%,-3%,-8%,-6,2%,8%
COC(=O)C1CCN(c2cc(=O)n(-c3ccccc3Cl)c(=O)[nH]2)CC1,4%,-14%,-8%,1%,0%,6%,-6,14%,-1%
O=C(O)c1ccccc1SCc1nc2ccccn2c1Br,2%,-12%,-4%,-4%,0%,0%,5,23%,-1%

Additional records follow:
compound | Anesthetic bind | Pol iota inh | Pol eta inh | Pol kappa inh | BLM inh | APE1 inh | RXFP1 antag | POLB inh | Tb PGK inh
O=C(NCCc1ccccc1)C(=O)NCC1OCCN1S(=O)(=O)c1cc(F)ccc1F (stereo not given) | -9% | -26% | -7% | -1% | -1% | 19% | 0 | -5% | 5%
Cc1ccc(NS(=O)(=O)c2ccc(OCC(=O)NCc3ccncc3)cc2)cc1 | 10% | 4% | -20% | -17% | -14% | 28% | 7 | 2% | i
COc1ccc(N2C(=O)CC(n3c(CCCCO)nc4ccccc43)C2=O)cc1 (stereo not given) | -8% | 3% | -7% | -15% | -3% | 3% | -16 | 2% | 2%
CC(C)CC(NC(=O)c1ccccc1NC(=O)c1ccccc1)C(=O)O (stereo not given) | -3% | 21% | -13% | 4%[60.1 µM] | 1% | -2% | 2 | -15% | i
O=C1CSC(c2ccc(F)cc2)N1c1c(F)cccc1F (stereo not given) | 3% | -14% | -6% | -8%[60.1 µM] | -5% | -11% | -5 | 13% | -10%
CCC1(C(=O)O)NC(c2cc(OC)ccc2O)C2C(=O)N(Cc3ccccc3)C(=O)C21 (stereo not given) | 4% | 19% | -8% | -7% | 0% | ? | / | -1% | i
C=CCOc1cccc(C2/C(=C(/O)c3ccc4c(c3)CC(C)O4)C(=O)C(=O)N2CCN2CCOCC2)c1 (stereo not given) | -9% | 89µM* | -3% | -14% | 1% | 56% | 16 | -19% | 12%
N#C/C(=C\c1cc2ccccc2nc1N1CCOCC1)C(=O)Nc1ccc(N2CCOCC2)cc1 | 2% | 20% | -7% | -16% | -10% | -1% | / | 17% | 4%
Cc1c(C(=O)NC2CCN(Cc3ccccc3)C2)oc2ccc(Br)cc12 (stereo not given) | -11% | 54%[activator] | -23% | -5% | -8% | 13% | -18 | 2% | 5%
Cc1ccc(C)c(NC(=O)C2CCCN(c3cnccn3)C2)c1 (stereo not given) | -1% | 22% | 10% | -1% | 1% | 47%[activator] | 16 | 38% | -3%

Reprinted from the results shown for reference:
compound | Anesthetic bind | Pol iota inh | Pol eta inh | Pol kappa inh | BLM inh | APE1 inh | RXFP1 antag | POLB inh | Tb PGK inh
O=C(NCCc1ccccc1)C(=O)NCC1OCCN1S(=O)(=O)c1cc(F)ccc1F (stereo not given) | -9% | -26% | -7% | -1% | -1% | 19% | 0 | -5% | 5%
Cc1ccc(NS(=O)(=O)c2ccc(OCC(=O)NCc3ccncc3)cc2)cc1 | 10% | 4% | -20% | -17% | -14% | 28% | 7 | 2% | i

Remaining list, next part:
compound | Anesthetic bind | Pol iota inh | Pol eta inh | Pol kappa inh | BLM inh | APE1 inh | RXFP1 antag | POLB inh | Tb PGK inh
COc1cccc(NC(=O)C2CCCN2S(=O)(=O)c2ccc3c(c2)n(C)c(=O)c(=O)n3C)c1 (stereo not given) | -10%&-1% | 10%&-4% | -3%&1% | -11%&-1% | 1%&0% | -22% | 0&19 | ? | 0%&-4%
Cc1c(C#N)c(=O)c(-[n+]2ccccc2)c([S-])n1-c1ccc(Cl)cc1 | -1% | 33%[activator] | -7% | -4% | -6% | -10% | -23 | 19% | -9%
Oc1c(Cl)cc(Cl)cc1CNc1nccs1 | -13% | 4% | -18% | -6% | -2% | -21% | 1 | -29% | -8%
c1ccc(-n2ncc3c(N4CCCC4)ncnc32)cc1 | -4% | 26% | -20% | -11% | -8% | -7% | 0 | 6% | 9%
COc1ccc(C(=O)/C=C/c2ccccc2OC)c(OC(=O)c2ccc([N+](=O)[O-])cc2)c1 | / | 14% | -9% | -1% | / | / | -6 | / | 3%
Cc1oc(-c2ccc(Cl)cc2)nc1CN1CCCC(C(=O)N2CCOCC2)C1 (stereo not given) | -1% | -6% | -1% | 4% | 0% | 43% | 1 | 36% | i
COc1ccc(C2/C=C\CN(S(=O)(=O)CC34CCC(CC3=O)C4(C)C)CC(=O)N2Cc2ccc(F)cc2)cc1 (stereo not given) | 0% | 2% | / | 8% | -10% | -2% | / | / | /
CC(=O)c1cc(-c2ccc(F)cc2)n(CC(=O)NCc2ccc(C)cc2)c1C | -12% | 9% | -4% | -7%[60.1 µM] | -3% | / | -4 | -3% | -3%
O=C(CN1C(=O)C(c2ccc(F)cc2)=NC12CCCC2)Nc1ccc(F)cc1 | -21% | -22% | -14% | -21% | -5% | 4% | 3 | -4% | 7%
COc1ccc(C(=O)NCC(=O)OCC(=O)NC2CCCCCC2)cc1OC | / | 33% | -19% | -8% | / | -1% | -3 | / | 9%

Sorted by the number under APE1 inh (descending): some entries from above
SMILES,Pol iota inh,Pol eta inh,Pol kappa inh,BLM inh,APE1 inh,RXFP1 antag,POLB inh,Tb PGK inh
Cc1oc(-c2ccc(Cl)cc2)nc1CN1CCCC(C(=O)N2CCOCC2)C1 (stereo not given),-6%,-1%,4%,0%,43%,1,36%,i
COc1ccc(C(=O)NCC(=O)OCC(=O)NC2CCCCCC2)cc1OC,33%,-19%,-8%,/,-1%,-3,/,9%
Cc1c(C#N)c(=O)c(-[n+]2ccccc2)c([S-])n1-c1ccc(Cl)cc1,33%[activator],-7%,-4%,-6%,-10%,-23,19%,-9%

(cont.)
compound | Anesthetic bind | Pol iota inh | Pol eta inh | Pol kappa inh | BLM inh | APE1 inh | RXFP1 antag | POLB inh | Tb PGK inh
CCOC(=O)C1=C(C)NC(=O)NC1c1ccc(Br)s1 (stereo not given) | 2% | 9% | -2% | -6% | -1% | 3% | 8 | -1% | i
COc1ccc(C2C=C3CNS(=O)(=O)C3CC2OC(=O)c2cccs2)cc1 (stereo not given) | -5% | -8% | / | -19% | 0% | -6% | / | / | /
S=c1[nH]nc(Cc2ccccc2)n1-c1cccc2ccccc12 | -7% | 68%[activator] | -8% | 2% | 0% | 8% | ? | -14% | 2%
O=Cc1ccc(C(=O)OCC(=O)Nc2ccc(F)cc2F)cc1 | -12% | 57%[activator] | -6% | 7% | -3% | 41% | -16 | 38% | 7%

An excerpt; the hit share may differ from the screen's.
